# D1 potentiator: human D1 dopamine receptor positive modulation | P21728 | HEK293 TREx D1 cells, calcium flux, dopamine EC20 potentiation | potentiation, % at 10 µM | 360,000 compounds, 0.036% hits | AID 504651; in the data active = potentiation above about 30%; note: 0% is about no effect
# Target sequence (P21728 whole entry, looked up): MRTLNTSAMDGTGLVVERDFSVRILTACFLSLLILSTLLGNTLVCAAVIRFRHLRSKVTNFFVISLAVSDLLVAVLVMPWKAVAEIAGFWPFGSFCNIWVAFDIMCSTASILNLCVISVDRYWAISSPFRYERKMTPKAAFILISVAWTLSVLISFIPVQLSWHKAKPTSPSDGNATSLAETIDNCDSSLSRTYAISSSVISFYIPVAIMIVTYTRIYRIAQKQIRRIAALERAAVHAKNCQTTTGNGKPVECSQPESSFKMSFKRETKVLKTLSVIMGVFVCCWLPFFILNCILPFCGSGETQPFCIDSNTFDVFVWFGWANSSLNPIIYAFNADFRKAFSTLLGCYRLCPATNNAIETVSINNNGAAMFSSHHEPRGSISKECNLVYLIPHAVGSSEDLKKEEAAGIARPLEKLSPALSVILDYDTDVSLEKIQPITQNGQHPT
# D1 agonist: agonists of human D1 dopamine receptor; P21728; HEK293 T-REx D1 cells, calcium flux, agonist mode; activation, % at 2 µM; 360,000 compounds, 1% hits; note: 0% is about no effect
#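 Tetracycline-induced HEK293 TREx D1 cells, force-coupled to calcium signalling, were dye-loaded with a no-wash calcium kit. Compound was pin-added after a 10 s baseline. Fluorescence was read kinetically at 1 cycle/s for 180 s, with calcium rises flagged as agonism.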
# D2 antagonist: antagonizes the human D2 dopamine receptor. P14416. inhibition, % at 10 µM. HEK293 TREx D2 cells, calcium flux, dopamine EC80. 340,000 compounds, 2% hits; in the data active = inhibition above about 30%; note: 0% is about no effect
# Target sequence (P14416 whole entry, looked up): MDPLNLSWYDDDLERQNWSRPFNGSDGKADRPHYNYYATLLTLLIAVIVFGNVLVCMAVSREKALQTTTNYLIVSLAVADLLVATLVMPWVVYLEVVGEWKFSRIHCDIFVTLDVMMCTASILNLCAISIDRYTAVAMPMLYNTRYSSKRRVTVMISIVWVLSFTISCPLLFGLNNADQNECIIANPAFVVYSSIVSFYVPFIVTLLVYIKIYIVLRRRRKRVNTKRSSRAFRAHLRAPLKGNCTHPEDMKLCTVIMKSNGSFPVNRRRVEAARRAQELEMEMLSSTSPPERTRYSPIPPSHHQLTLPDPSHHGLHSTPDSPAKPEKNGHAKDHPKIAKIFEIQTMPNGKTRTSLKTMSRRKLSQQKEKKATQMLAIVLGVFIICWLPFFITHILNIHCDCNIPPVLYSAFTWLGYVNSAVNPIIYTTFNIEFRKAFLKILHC
#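 Read-out: kinetic calcium fluorescence (1 cycle/s) in inducible HEK293 T-REx D2 cells after an EC80 dopamine addition that followed 180 s compound preincubation. Loss of the dopamine response indicates antagonism.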
# D1 antag: human D1 dopamine receptor antagonism. P21728. HEK293 TREx D1 cells, calcium flux, dopamine EC80; stronger effect = lower value. activity change, negative = inhibition, % at 10 µM. 360,000 compounds, 3.2% hits; in the data active = activity change below about -30%; note: % is set by controls: 0 for no effect and ±100 for the full control effect
#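 Inducible Hek293 Trex D1 cells (tetracycline, overnight, 30 C). Calcium dye 30–90 min RT. Antagonist mode: EC80 dopamine added after 180 s compound read.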
# TRHR agonist: activates the human TRH receptor; AID 493084; activation, % at 2 µM; 360,000 compounds, 0.18% hits; TRHR cells, calcium flux fluo-8, FDSS agonist mode; P34981; note: 0% is about no effect
#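 TRHR-expressing cells loaded with fluo-8 calcium dye; 23 nL library compound pin-transferred, kinetic FDSS fluorescence (Ex 480/Em 530) recorded about 180 s for agonist-induced calcium release, before a 10 nM TRH EC20 addition for potentiator mode.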
# TRHR PAM: allosterically enhances the human TRH receptor; P34981; 360,000 compounds, 0.66% hits; TRHR cells, fluo-8 calcium fluorescence, EC20 TRH enhancement; enhancement, % at 2 µM; in the data active = enhancement above about 30%; note: 0% is about no effect
#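 Enhancer read-out: after compound pinning and an initial kinetic agonist-mode read, an EC20 of TRH (10 nM final) was injected and fluo-8 calcium signal (Ex 480/Em 530) followed at 1 s/cycle for 100 cycles in TRHR-expressing cells.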
# RXFP1 antag: antagonists of human relaxin receptor RXFP1; Q9HBX9; 350,000 compounds, 0.59% hits; activity change, negative = inhibition, % at 57.5 µM; HEK293-RXFP1, relaxin-stimulated cAMP HTRF, 30 min; stronger effect = lower value;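 active = activity change of -60% or lower, but not beyond a set lower limit; inconclusive = change between -60% and -40%, or beyond the set limit; inactive = change above -40%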; note: % is set by controls: 0 for no effect and ±100 for the full control effect
# D2 agonist: activates the human D2 dopamine receptor. P14416. HEK293 T-REx D2 cells, calcium flux agonist mode. activation, % at 2 µM. 340,000 compounds, 0.53% hits;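 active = activation over 3 SD above normal in the single-dose calcium agonist read, cut at about 30% in these data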; note: 0% is about no effect
#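 HEK293 Trex D2 cells, tetracycline-induced, o/n 30 C 5% CO2; no-wash Ca dye, RT 30–90 min; 10-cycle baseline, 23 nl cpd added, kinetic Ca read 180 s; agonist hits = positive Ca response.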
# D2 potentiator: positively modulates the human D2 dopamine receptor allosterically | P14416 | HEK293 T-REx D2, calcium flux, EC20 dopamine potentiation | potentiation, % at 10 µM | 340,000 compounds, 0.34% hits;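 active = potentiation over 3 SD above the plate norm, cut at about 30% in these data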; note: 0% is about no effect
#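 Primary screen. Calcium kinetics in induced HEK293 T-REx D2 cells: compound pre-addition 180 s, EC20 dopamine, 180 s more.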
# The depositor's hits bear a star; u = inconclusive; x = not tested or not shown. Cut-off read from the data, not from the text of the source, unless noted: active = activation above about 30%; inactive = the rest. Outcome played no part in choosing rows. Share with any hit: about 7.3%.
SMILES	D1 potentiator	D1 agonist	D2 antagonist	D1 antag	TRHR agonist	TRHR PAM	RXFP1 antag	D2 agonist	D2 potentiator
Cc1ccc(NC(=S)NCc2ccc3c(c2)OCO3)cc1	-6	8	9	-9	-0.1	-5	6	-0.9	21
Nc1scc(-c2ccncc2)c1Cl	0	-1	0	-12	-0.7	0	-8	-0.3	-8
O=C(COc1ccc(C(=O)c2ccccc2)cc1)NCc1ccc(F)cc1	-3	16	7	-39*	-1.0	16	18	0.1	-5
Nc1nc(SCC(=O)NCCCO)nc2sc3c(c12)CCC3	-4	2	-8	-1	0.2	2	-16	0.8	3
O=c1c2ccccc2cnn1Cc1n[nH]c(=S)n1-c1ccccc1Cl	11	1	-4	-5	-0.2	5	-23	-1.0	4
COc1ccc2oc(=O)c(-c3cn4c(n3)sc3cc(OC)ccc34)cc2c1	1	0	x	3	0.1	1	7	-1.3	-10
Cc1ccc(S(=O)(=O)N2CCN(C(=O)c3cc(-c4ccc(Br)cc4)n[nH]3)CC2)c(C)c1	8	1	x	2	0.3	4	-10	-0.1	x
CCCCCCNCc1ccc(Br)cc1	1	12	30*	0	0.6	-3	-15	0.2	-21
Cc1cc(C)c(S(=O)(=O)c2ccccc2Cl)c(=O)[nH]1	-1	2	17	11	0.4	-3	0	-1.7	3
CCc1ccc(-c2cc(C(=O)NCc3ccccn3)c3ccccc3n2)cc1	-1	6	-16	-3	1.4	9	-13	1.2	13
C=C1[C@@H](OC(C)=O)CC[C@]2(C)[C@@H]1C[C@@H]1C[C@H](OC(C)=O)C(C)=C([C@@H](OC(C)=O)[C@@H]2OC(C)=O)C1(C)C	-2	1	x	-16	-0.1	-1	x	x	-2
COc1ccccc1CN=C1NC(=O)C(CC(=O)Nc2ccc(OC)c(OC)c2)S1 (stereo unspecified)	4	3	8	6	-0.1	0	-13	0.1	-6
O=C(NC(=S)NN1CCCCC1c1cccnc1)c1ccc(Cl)cc1Cl (stereo unspecified)	10	2	-10	16	-0.3	8	u	0.9	11
N=c1n(CCO)c2ccccc2n1Cc1ccccc1Cl	1	0	-6	-6	0.3	-1	11	0.8	7
Fc1ccccc1NC(=S)Nc1ccc(CN2CCOCC2)cc1	-11	4	-15	4	0.4	-8	0	-0.2	-14

# Further results.
SMILES	D1 potentiator	D1 agonist	D2 antagonist	D1 antag	TRHR agonist	TRHR PAM	RXFP1 antag	D2 agonist	D2 potentiator
COc1ccc(NC(=O)N2CCC(n3c(C)nc4cccnc43)CC2)cc1OC	2	-1	x	-4	0.2	-1	-12	-0.5	5
C=CCOC(=O)Nc1ccc(Cl)cc1NC(=O)OCC=C	-5	3	7	-7	-1.2	3	-8	2.2	-2
Cc1ccc2c(c1)sc(=NC(=O)C1CC1)n2C	0	0	24	5	-1.0	-6	-2	0.1	10
CC(=O)Nc1ccccc1C(=O)C(=O)Nc1cccc(C(=O)NCC2CCCO2)c1 (stereo unspecified)	1	0	6	7	0.3	-6	-6	0.8	12
COc1ccccc1N1CCN(CC(=O)Nc2nc(C)c(C(=O)N(C)C)s2)CC1	-8	-3	12	-5	0.4	-5	9	0.2	-6
N#Cc1ccc(-c2cccnc2)nc1SCC(N)=O	4	1	10	4	0.9	-2	1	x	-10
CCCCN(C(=O)c1cc(Cl)nc2ccccc12)c1c(N)n(CCCC)c(=O)[nH]c1=O	-2	1	-5	-15	-0.2	-3	-10	0.1	-8
CN1CCN(NC(=O)Nc2ccc(Br)cc2Cl)CC1	-1	3	15	2	1.6	7	-1	1.2	8
CCCCOC(=O)Nc1ccc(N2CCCCC2)cc1	0	1	0	6	0.1	3	-5	0.5	-22
CC(C)Cc1csc(NC(=O)c2ccc(F)cc2)c1C(=O)O	-5	6	-19	-13	-0.4	2	11	-0.6	-5
CSc1ccc(/C=C/c2nc3ccccc3n2S(=O)(=O)c2cccc(Cl)c2)cc1	-1	10	x	-27	-0.9	-4	x	0.1	7
CC(C)c1ccc(/C=N/NC(=O)c2nnn(-c3nonc3N)c2CSC2=NCCS2)cc1	-1	3	-3	35	-0.3	1	-2	0.4	-3
CSc1ccccc1C(=O)N(CC1CCCO1)c1c(N)n(Cc2ccccc2)c(=O)[nH]c1=O (stereo unspecified)	2	1	22	0	0.0	9	0	-0.2	-10
Cc1cc2c(NC(=O)Nc3ccc(C(F)(F)F)cc3)cccc2nn1	-4	9	4	-27	0.6	7	-10	0.7	-3
NC(=O)C1(N2CCCCC2)CCN(C(=O)c2ccc(C#Cc3ccccc3)o2)CC1	5	-1	x	0	1.1	0	-20	x	-1

# (continued)
SMILES	D1 potentiator	D1 agonist	D2 antagonist	D1 antag	TRHR agonist	TRHR PAM	RXFP1 antag	D2 agonist	D2 potentiator
COc1ccc(NC(=O)C(=O)NCCC2CCCCN2S(=O)(=O)c2ccc(F)cc2)cc1 (stereo unspecified)	-8	16	-7	1	-0.5	-3	-1	0.3	1
Cc1cc(NC(=O)C2Oc3ccccc3OC2C)no1 (stereo unspecified)	0	3	-2	3	-1.5	5	-4	-0.5	2
CC1CC(C)CN(C(=O)CSc2nc(Cc3cccs3)nc3ccccc23)C1 (stereo unspecified)	-1	12	8	0	-1.0	3	-18	-0.4	-1
CCCn1c(SCCc2ccccc2)nc2c1c(=O)[nH]c(=O)n2C	0	3	-8	-1	-2.2	-7	8	0.1	-6
Cc1ccc(C)c2[nH]c(=O)c(CCNC(=O)C(C)C)cc12	-5	1	7	2	0.8	6	x	0.4	7
COc1ccccc1NC(=S)N(Cc1ccc(C(=O)O)cc1)Cc1ccc(OC)c(OC)c1	-2	12	-2	-1	-0.3	0	7	-0.6	8
CC(=O)N1[C@H](C)C=C[C@]1(Cc1ccccc1)C(=O)NCCc1c[nH]c2ccccc12	1	2	x	5	-0.7	-3	x	x	x
CN1C=CC2=C(C#N)C(N)C(C#N)(C#N)C(c3ccccc3)C2C1 (stereo unspecified)	-3	7	4	-1	13	1	-5	4.9	-15
Cc1c([N+](=O)[O-])cc(C(=O)Oc2ccc(Br)cc2C(=S)N2CCCCC2)cc1[N+](=O)[O-]	2	0	-6	3	-0.6	-1	-4	-0.1	2
CCNC(=S)N/N=C(\C)c1ccc2ccccc2c1OC(F)F	-3	5	10	-9	-0.4	-1	5	1.5	-7
Cn1c(=O)c2cc(S(=O)(=O)Nc3cccc(F)c3)ccc2n(C)c1=O	-3	1	19	-13	-0.3	7	21	-1.3	13
CCOC(=O)C1CCN(C(=O)c2cc3ccc(OC)cc3[nH]2)CC1	1	0	x	-6	-0.6	-3	-14	x	x
O=c1c(Cc2ccc(Cl)cc2Cl)c(O)ccn1Cc1ccc(Cl)cc1	-2	11	-18	-6	-0.4	-1	-25	0.0	8
Cc1ccc(C(=O)N2C(CC(=O)Nc3ccc(Cl)cc3)C(=O)NC3CCCCC32)cc1 (stereo unspecified)	-5	0	x	3	0.4	-7	10	x	x
O=C(Nc1cccc(F)c1)C1CCN(S(=O)(=O)c2ccc3[nH]c4c(c3c2)CCCCC4)CC1	-1	1	x	-32*	0.1	-1	-18	x	4

# Next part:
SMILES	D1 potentiator	D1 agonist	D2 antagonist	D1 antag	TRHR agonist	TRHR PAM	RXFP1 antag	D2 agonist	D2 potentiator
Cc1ccc(-n2nnnc2SCC(=O)NCC2(N3CCOCC3)CCCCC2)cc1	-1	0	-2	5	-1.2	-2	3	1.4	15
CCN1/C(=C/c2ccc3ccccc3[n+]2CCCS(=O)(=O)[O-])C=Cc2cc(C)ccc21	-3	2	-9	34	0.9	4	21	4.4	-5
CCOc1ccc(NC(=O)CSc2ccc(-c3ccco3)nn2)cc1	-9	0	11	-6	-0.9	-3	-17	0.3	1
COc1cccc(CN2CCN(Cc3cccn3-c3cccnc3)CC2CCO)c1 (stereo unspecified)	4	3	10	-5	0.1	-7	-7	0.2	16
C=CCNC(=O)CC(=O)N/N=C/c1cccc(Br)c1	9	3	-16	-4	0.0	-2	10	0.4	-10
C/C(CC(=O)Nc1ccc(Cl)cc1Cl)=N\NC(=O)C(=O)NCCO	-6	1	-13	10	-0.3	1	x	0.9	-1
Cn1c(=O)oc2cc(S(=O)(=O)N3CCCc4ccccc43)ccc21	x	7	-5	-17	0.0	-8	-4	0.2	-3
COc1ccc(Cl)cc1S(=O)(=O)N1CCN=C1Cc1ccccc1	3	0	-1	-4	-0.4	-11	-6	-0.2	-4
CC(=O)Nc1ccc(NC(=O)Cn2cnc3c(nnn3Cc3ccc(F)cc3)c2=O)cc1	1	1	-3	-5	0.1	2	-4	0.8	-4
C/C=C/C(=O)OCC(=O)Nc1cccc(F)c1	-4	4	3	-4	0.0	2	-5	1.6	-4
O=C(NN1CCOCC1)c1ccccc1	-10	0	-15	-18	1.2	-2	9	0.5	11
CCN1c2ccccc2-c2nc(SCC(=O)Nc3cc(C)c(Cl)cc3OC)ncc2S1(=O)=O	0	3	x	5	-0.3	25	-14	-0.4	-1

# Part of the list above, with two lines to a compound.
# Order of values: D1 potentiator, D1 agonist, D2 antagonist, D1 antag, TRHR agonist, TRHR PAM, RXFP1 antag, D2 agonist, D2 potentiator
CCOc1ccc(NC(=O)CSc2ccc(-c3ccco3)nn2)cc1
 : -9, 0, 11, -6, -0.9, -3, -17, 0.3, 1
COc1cccc(CN2CCN(Cc3cccn3-c3cccnc3)CC2CCO)c1 (stereo unspecified)
 : 4, 3, 10, -5, 0.1, -7, -7, 0.2, 16
C=CCNC(=O)CC(=O)N/N=C/c1cccc(Br)c1
 : 9, 3, -16, -4, 0.0, -2, 10, 0.4, -10
C/C(CC(=O)Nc1ccc(Cl)cc1Cl)=N\NC(=O)C(=O)NCCO
 : -6, 1, -13, 10, -0.3, 1, x, 0.9, -1
Cn1c(=O)oc2cc(S(=O)(=O)N3CCCc4ccccc43)ccc21
 : x, 7, -5, -17, 0.0, -8, -4, 0.2, -3
COc1ccc(Cl)cc1S(=O)(=O)N1CCN=C1Cc1ccccc1
 : 3, 0, -1, -4, -0.4, -11, -6, -0.2, -4
CC(=O)Nc1ccc(NC(=O)Cn2cnc3c(nnn3Cc3ccc(F)cc3)c2=O)cc1
 : 1, 1, -3, -5, 0.1, 2, -4, 0.8, -4
C/C=C/C(=O)OCC(=O)Nc1cccc(F)c1
 : -4, 4, 3, -4, 0.0, 2, -5, 1.6, -4
O=C(NN1CCOCC1)c1ccccc1
 : -10, 0, -15, -18, 1.2, -2, 9, 0.5, 11
CCN1c2ccccc2-c2nc(SCC(=O)Nc3cc(C)c(Cl)cc3OC)ncc2S1(=O)=O
 : 0, 3, x, 5, -0.3, 25, -14, -0.4, -1

# High-throughput results (PubChem BioAssay)
